# Screening data as filed in PubChem BioAssay.
# ROS inducer = inducers of reactive oxygen species in cancer cells. U2OS ROS induction, H2DCF-DA fluorescence. ROS induction (% of piperlongumine), % at 10 µM. 46,000 tested, 2% active; in the data active = ROS induction above about 79%, passing the limit was not always enough; inconclusive = no clear call, values can overlap the other calls;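 note: 0% = DMSO vehicle median and 100% = reference compound median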
# The depositor's hits bear a star; ? = inconclusive. This is a subset; rates above refer to the full screens.
> CC(C)NC(=O)N(C)C[C@H]1OCc2cnnn2CCCC(=O)N([C@@H](C)CO)C[C@@H]1C
  ROS inducer: -16.7

> CN(C)C(=O)[C@@]1(Cc2ccccc2)COC(c2ccc(OCCCO)cc2)=N1
  ROS inducer: ?

> C[C@@H]1CN([C@@H](C)CO)C(=O)c2cccc(NC(=O)Nc3ccc(C(F)(F)F)cc3)c2O[C@@H]1CN(C)C(=O)Nc1ccc(F)cc1
  ROS inducer: 29.4

> C[C@H]1CN([C@@H](C)CO)C(=O)Cc2cc(NC(=O)C3CCCCC3)ccc2O[C@H]1CN(C)C(=O)Nc1ccc2c(c1)OCO2
  ROS inducer: -2.8

> C[C@H](CO)N1C[C@H](C)[C@H](CN(C)Cc2ccncc2)Oc2c(NC(=O)c3nc4ccccc4s3)cccc2C1=O
  ROS inducer: 56.1

> COc1cc2[nH]c(=S)n(CCc3cnc[nH]3)c(=O)c2cc1OC
  ROS inducer: -13.4

> C[C@@H]1CN([C@H](C)CO)C(=O)Cc2cc(NS(=O)(=O)c3cn(C)cn3)ccc2O[C@@H]1CN(C)C(=O)Nc1ccc(C(F)(F)F)cc1
  ROS inducer: -9.2

> CCOC(=O)c1c(C)c2c(n1C)CCC/C2=N\O
  ROS inducer: 2.3

> CCCCC1CCC(C(=O)Nc2c3c(nn2-c2ccc(F)cc2)CS(=O)(=O)C3)CC1 (stereo unspecified)
  ROS inducer: 6.9

> C[C@H](CO)N1C[C@H](C)[C@H](CN(C)C(=O)Nc2ccccc2)Oc2ncc(C#Cc3ccccc3)cc2C1=O
  ROS inducer: 57.3

> CCSc1nnc(NC(=O)CSc2nnc(Cc3cccn3C)n2-c2ccc(F)cc2)s1
  ROS inducer: 17.8

> COc1ccc([N+](=O)[O-])cc1NC(=O)CCN1CCN(c2cccc(C(F)(F)F)c2)CC1
  ROS inducer: 74.3

> OC(COCC1COc2ccccc2O1)CN1CCOCC1 (stereo unspecified)
  ROS inducer: -8.5

> COc1ccc(S(=O)(=O)Nc2ccc3c(c2)CC(=O)N([C@@H](C)CO)C[C@H](C)[C@@H](CN(C)S(=O)(=O)c2ccccc2)O3)cc1
  ROS inducer: 15.0

> CC(=O)OCC(=O)[C@H]1CC[C@H]2[C@@H]3CCC4=CC(=O)CC[C@]4(C)[C@H]3CC[C@]12C
  ROS inducer: 6.9

> C[C@@H]1CN([C@H](C)CO)C(=O)c2cc(NC(=O)Nc3ccccc3)ccc2O[C@H]1CN(C)C(=O)Nc1ccc2c(c1)OCO2
  ROS inducer: -16.3

> COc1ccc(S(=O)(=O)N(C)C[C@@H]2Oc3ccc(NC(=O)CCCCCC(=O)Nc4ccccc4N)cc3C(=O)N([C@@H](C)CO)C[C@H]2C)cc1
  ROS inducer: 9.2

> C=CCNC(=S)N1N=C2c3ccccc3CCC2C1c1ccccc1Cl (stereo unspecified)
  ROS inducer: 27.6

> COC(=O)c1ccccc1NC(=O)Cn1c(=O)n(C)c(=O)c2ccccc21
  ROS inducer: -10.2

> NC(=O)c1cc2c(n(-c3ccccc3)c1=O)CCCC2=O
  ROS inducer: 4.1

> O=C(NC(=O)c1ccccc1C(F)(F)F)NN1CCCCC1
  ROS inducer: -9.1

> C[N+](C)(C)CCCC[C@@H]1NC(=O)[C@H]2C[C@@H](C(=O)NCCCCCCN)[C@@H](c3ccc(O)cc3)N2C1=O
  ROS inducer: 2.1

> COC(=O)c1ccccc1NC(=O)CCn1cccc1
  ROS inducer: 1.0

> O=C(NC(NCc1ccccn1)(C(F)(F)F)C(F)(F)F)c1cccnc1
  ROS inducer: 0.6

> C[C@@H]1CN([C@H](C)CO)C(=O)Cc2cc(NC(=O)Nc3ccc(C(F)(F)F)cc3)ccc2O[C@H]1CN(C)Cc1ccc(C(F)(F)F)cc1
  ROS inducer: -9.2

> CC(NCC(O)Cn1c2ccccc2c2ccccc21)C(=O)O (stereo unspecified)
  ROS inducer: -25.3

> C[C@H]1CN([C@@H](C)CO)C(=O)c2cccc(NC(=O)Nc3ccc(C(F)(F)F)cc3)c2O[C@@H]1CN(C)C(=O)Nc1ccccc1
  ROS inducer: 11.4

> Cc1ccc(S(=O)(=O)Nc2cccc3c2O[C@@H](CN(C)C(=O)Nc2ccccc2)[C@@H](C)CN([C@H](C)CO)C3=O)cc1
  ROS inducer: -3.8

> COc1ccc(NC(=O)Nc2ccc3c(c2)C(=O)OC3)cc1
  ROS inducer: 1.0

> C[C@@H]1CN([C@H](C)CO)C(=O)c2cc(NC(=O)NC3CCCCC3)ccc2O[C@H]1CN(C)S(C)(=O)=O
  ROS inducer: -3.7

> CC(=O)N1Cc2ccccc2C[C@@]2(N=C(c3ccc(OCCCO)cc3)O[C@H]2c2ccccc2)C1=O
  ROS inducer: 78.7*

> Cc1cc(C)cc(N(C(C)C(=O)NC2CCCC2)S(C)(=O)=O)c1 (stereo unspecified)
  ROS inducer: -3.3

> COc1ccc(S(=O)(=O)N(C)C[C@@H]2Oc3ccc(NC(=O)CCCN(C)C)cc3C(=O)N([C@H](C)CO)C[C@@H]2C)cc1
  ROS inducer: -1.6

> C[C@H](CO)N1C[C@H](C)[C@H](CN(C)C(=O)c2ccccc2)OCc2cn(nn2)CCCC1=O
  ROS inducer: 2.3

> C[C@@H]1CN([C@H](C)CO)C(=O)Cc2cc(NC(=O)C3CCCCC3)ccc2O[C@H]1CN(C)Cc1ccc(-c2ccccc2)cc1
  ROS inducer: 15.3

> C[C@@H]1CCCCO[C@@H](CN(C)S(=O)(=O)c2ccc(Cl)cc2)[C@@H](C)CN([C@H](C)CO)C(=O)c2cc(NC(=O)Nc3ccc(C(F)(F)F)cc3)ccc2O1
  ROS inducer: 1.8

> COc1cccc(C(=O)N2CCCCC2C)c1 (stereo unspecified)
  ROS inducer: -18.0

> Cc1ccc(NC(=O)CN(C)S(=O)(=O)c2ccc(Br)cc2)cc1C
  ROS inducer: 8.4

> C[C@@H]1CN([C@H](C)CO)C(=O)c2cccc(NS(=O)(=O)c3ccc(Cl)cc3)c2O[C@H]1CN(C)S(=O)(=O)c1ccc(F)cc1
  ROS inducer: -10.8

> C[C@@H]1CCCCO[C@H](CN(C)C(=O)c2ccncc2)[C@@H](C)CN([C@H](C)CO)C(=O)c2cc(NC(=O)c3ccncc3)ccc2O1
  ROS inducer: -1.3

> C[C@H](CO)N1C[C@H](C)[C@H](CN(C)C(=O)Nc2ccc3c(c2)OCO3)Oc2c(NS(=O)(=O)c3cccs3)cccc2C1=O
  ROS inducer: -2.1

> COc1cc(O)c2c(c1)O[C@H](c1ccc(O)c(O)c1)[C@@H](O)C2=O
  ROS inducer: -9.4

> C[C@@H]1CN([C@@H](C)CO)C(=O)Cc2cc(NS(C)(=O)=O)ccc2O[C@@H]1CN(C)C(=O)Nc1ccccc1
  ROS inducer: 27.2

> Cc1noc(C)c1NC(=O)Nc1cccc2c1O[C@H](CN(C)S(=O)(=O)c1ccccc1)[C@H](C)CN([C@@H](C)CO)C2=O
  ROS inducer: -13.6

> C[C@@H]1CN([C@@H](C)CO)C(=O)Cc2cc(NS(=O)(=O)c3cccs3)ccc2O[C@@H]1CN(C)C
  ROS inducer: 128.3*

# The list continues.
Compound | ROS inducer
COc1ccc(S(=O)(=O)Nc2ccc3c(c2)CC(=O)N([C@@H](C)CO)C[C@H](C)[C@@H](CN(C)C(=O)Nc2ccc(C(F)(F)F)cc2)O3)cc1 | 10.6
C[C@@H]1CN([C@@H](C)CO)C(=O)c2cc(NS(=O)(=O)c3ccccc3)ccc2O[C@@H]1CN(C)S(C)(=O)=O | 2.9
CC1=C(C(N)=O)C(c2ccco2)C(C(N)=O)=C(C)N1 | -15.5
COc1ccc(OC)c(CCNC(=O)Cn2cccc2C(=O)c2ccccc2)c1 | -2.5
CCCN(CCC)C(=O)CSc1nc2ccsc2c(=O)n1-c1ccc(Br)cc1 | 1.1
CC(=O)Nc1cc(C(=O)NCCc2ccc(C)cc2)ccc1Sc1ccc(C)cc1 | 3.5
CC1(C)c2ccccc2N(CCC(N)=O)C12C=Cc1c(ccc3ccccc13)O2 (stereo unspecified) | 21.0
Cc1cc(C)c(NC(=O)CN(c2ccc(Cl)cc2C)S(C)(=O)=O)c(C)c1 | -8.0
C[C@@H]1CN([C@H](C)CO)C(=O)c2cc(NC(=O)Nc3ccc(C(F)(F)F)cc3)ccc2O[C@H]1CN(C)S(C)(=O)=O | -12.6
Cc1ccc(CCC2C3=C(CCCC3=O)OC3=C2C(=O)CCC3)cc1 | 3.2
C[C@H]1CN([C@@H](C)CO)C(=O)c2cccc(NC(=O)C3CCOCC3)c2O[C@@H]1CN(C)C(=O)Nc1ccc(F)cc1 | -2.9
CCOc1ccccc1N1C(=O)CN=C1Nc1nc(C)cc(C)n1 | -15.9
CCN(C(=O)c1ccc(C(=O)N(CC)c2ccccc2)cc1)c1ccccc1 | 3.5
O=C(CSc1n[nH]c(=O)n1-c1cccc(C(F)(F)F)c1)N1CCC(C(F)(F)F)CC1 | 17.2
C[C@@H]1CCCCO[C@@H](CN(C)S(=O)(=O)c2cn(C)cn2)[C@@H](C)CN([C@H](C)CO)C(=O)c2cc(NS(=O)(=O)c3cccs3)ccc2O1 | 51.5
CCCN(C)C[C@@H]1OCCCC[C@@H](C)Oc2ccc(NS(C)(=O)=O)cc2C(=O)N([C@H](C)CO)C[C@@H]1C | -2.3
C[C@@H]1CN([C@H](C)CO)C(=O)c2cc(NC(=O)Nc3ccc(F)cc3)ccc2O[C@H]1CN(C)Cc1ccc(Oc2ccccc2)cc1 | 13.0
CCn1c(C)nc2c(=O)oc3ccccc3c21 | 13.3
Cn1c(SCC(=O)Nc2ccccc2Cl)nnc1-c1cccnc1 | -4.5
CCCC1=NN(C(=O)/C=C/c2cccs2)C(=O)C1Cc1c(F)cccc1Cl (stereo unspecified) | 45.4
C[C@H]1CN([C@@H](C)CO)C(=O)c2cccc(NS(=O)(=O)c3cn(C)cn3)c2O[C@@H]1CN(C)CC1CC1 | -8.3
O=C(CSc1nnc(-c2ccncc2)n1-c1ccccc1)Nc1ccc(C(F)(F)F)cc1 | 4.5
Cc1noc(C)c1S(=O)(=O)Nc1ccc2c(c1)CC(=O)N([C@@H](C)CO)C[C@H](C)[C@H](CN(C)S(=O)(=O)c1cn(C)cn1)O2 | 11.0
Cc1ccc(S(=O)(=O)Nc2ccc3c(c2)C(=O)N([C@H](C)CO)C[C@@H](C)[C@H](CN(C)C(=O)Nc2cccc4ccccc24)O3)cc1 | -1.1
N#C/C(=C\Nc1ccc(F)c(Cl)c1)S(=O)(=O)Cc1ccco1 | 3.8
C[C@H]1CN([C@@H](C)CO)C(=O)c2cc(N(C)C)ccc2O[C@H]1CN(C)Cc1ccc(C(=O)O)cc1 | 13.4
COc1nc(OCCNS(=O)(=O)c2ccc(C)cc2)nc(N(C)C)n1 | -11.9
COc1ccc(-c2nnc(SCC(N)=O)n2C)cc1OC | -3.2
CCc1ccc(Sc2cc(C(=O)NCc3cccnc3)c3ccccc3n2)cc1 | 24.9
C[C@H](CO)N1C[C@H](C)[C@H](CN(C)Cc2ccc(C(=O)O)cc2)Oc2ccc(NC(=O)Nc3ccccc3)cc2CC1=O | -7.4
Nc1nnc(SCC(=O)Nc2cccc(Cl)c2Cl)s1 | -7.2
C[C@@H]1CCCCO[C@@H](CN(C)C(=O)Nc2ccc(C(F)(F)F)cc2)[C@@H](C)CN([C@H](C)CO)C(=O)c2cc(NS(=O)(=O)c3ccc(Cl)cc3)ccc2O1 | 62.7
C[C@H](CO)N1C[C@H](C)[C@H](CN(C)Cc2ccc(-c3ccccc3)cc2)Oc2c(NS(=O)(=O)c3ccc(F)cc3)cccc2C1=O | 70.8
Cc1ccc(S(=O)(=O)Nc2ccc3c(c2)CC(=O)N([C@H](C)CO)C[C@@H](C)[C@H](CN(C)CC2CCCCC2)O3)cc1 | 5.1
O=C(CC1NC(=O)NC1=O)Nc1ccc(F)cc1 (stereo unspecified) | -5.6
O=C1C(c2c(O)[nH]c3ccccc23)=Nc2ccccc21 | -6.4
O=C(CN1C(=O)CCc2ccccc21)NC1CCCc2ccccc21 (stereo unspecified) | -10.8
COc1ccccc1N(C(=O)NCc1ccccc1)C1=NCC(C)S1 (stereo unspecified) | 1.1
CC1CN(S(=O)(=O)c2cccc(C(=O)O)c2)CC(C)O1 (stereo unspecified) | -7.0
COc1cc(NC(=O)CCCN2C(=O)c3ccccc3C2=O)c(OC)cc1Cl | -9.9
C[C@@H]1CN([C@H](C)CO)C(=O)CCCn2cc(nn2)CO[C@H]1CN(C)Cc1ccncc1 | 12.8
C=CCOC(=O)[C@@H]1[C@H]2C(=O)O[C@H](c3ccccc3)[C@H](c3ccccc3)N2[C@H](c2ccc(OCCOC(=O)[C@@H]3C[C@@H]4C(=O)N[C@@H](Cc5ccccc5)C(=O)N4[C@@H]3c3ccc(O)cc3)cc2)[C@@]12C(=O)Nc1ccccc12 | 7.0
CCn1c(SCC(=O)Nc2cc(C)c(Cl)cc2OC)nnc1-c1cnccn1 | -0.8
C[C@H]1CN([C@@H](C)CO)C(=O)c2cc(NS(=O)(=O)c3ccccc3)ccc2O[C@@H]1CN(C)C(=O)Nc1cccc2ccccc12 | 11.4
COC(=O)C1=C(C)NC(C)=C([N+](=O)[O-])C1c1ccccc1C(F)(F)F (stereo unspecified) | 33.7
C[C@@H]1CN([C@H](C)CO)C(=O)Cc2cc(N(C)C)ccc2O[C@@H]1CN(C)C(=O)NC1CCCCC1 | 108.3*
Cc1ccc(S(=O)(=O)N(C)CC(=O)Nc2cc([N+](=O)[O-])ccc2C)cc1 | -8.6
COc1ccc(-c2nc3ccc4ccccc4c3c3c2CCCC3)cc1 | -0.8
